BioA inh: inhibitors of Mycobacterium tuberculosis BioA enzyme. purified M. tuberculosis BioA enzyme, plate reader. inhibition, % at 9.99 µM. 360,000 compounds, 0.096% hits. AID 602481; in the data active = inhibition above about 40%
The depositor's hits bear a star.

Results for C[C@@H]1CN([C@@H](C)CO)C(=O)c2cccc(NC(=O)C3CCOCC3)c2O[C@@H]1CN(C)C(=O)Nc1ccc2c(c1)OCO2 ?
BioA inh: -1.1

What do the screens show for `COc1ccc(S(=O)(=O)Nc2ccc3c(c2)CC(=O)N([C@@H](C)CO)C[C@H](C)[C@@H](CN(C)S(=O)(=O)c2c(C)noc2C)O3)cc1`?
BioA inh: 1.0

What do the screens show for `C[C@H]1CCCCO[C@@H](CN(C)S(=O)(=O)c2cn(C)cn2)[C@@H](C)CN([C@@H](C)CO)C(=O)c2cc(NS(=O)(=O)c3cccs3)ccc2O1`?
BioA inh: 4.0

Results for CN1C(=O)c2cc(NS(=O)(=O)c3cccc(F)c3)ccc2OC[C@@H]2O[C@@H](CC(=O)O)CC[C@H]21 ?
BioA inh: 1.0

What do the screens show for `O=C(Nc1cccc(Cl)c1)N1C[C@@H]2[C@H](c3ccccc31)[C@H](CO)N2CC1CCOCC1`?
BioA inh: -3.0

What do the screens show for `COc1ccc(S(=O)(=O)Nc2cccc3c2O[C@@H](CN(C)S(=O)(=O)c2cn(C)cn2)[C@H](C)CN([C@H](C)CO)C3=O)cc1`?
BioA inh: -0.4

What do the screens show for `C[C@H](CO)N1C[C@H](C)[C@H](CN(C)C(=O)Nc2ccccc2)Oc2c(NC(=O)C3CC3)cccc2C1=O`?
BioA inh: 0.0

Results for COc1ccccc1CNC(=O)C[C@H]1C[C@@H]2c3cc(NS(C)(=O)=O)ccc3O[C@@H]2[C@H](CO)O1 ?
BioA inh: 1.6

Results for CN1C(=O)c2cc(NC(=O)c3cccc(F)c3)ccc2OC[C@H]2O[C@H](CC(=O)NCc3ccccc3)CC[C@@H]21 ?
BioA inh: -0.3

Results for COCC(=O)Nc1ccc2c(c1)[C@@H]1C[C@@H](CC(=O)NCc3ccc(Cl)cc3)O[C@H](CO)[C@@H]1O2 ?
BioA inh: 0.1

Results for COCC(=O)Nc1ccc2c(c1)OC[C@@H](C)N(C)C[C@H](C)[C@@H](OC)CN(C)C2=O ?
BioA inh: 1.0

What do the screens show for `Cc1ccc(S(=O)(=O)N(C)C[C@H]2Oc3c(NS(C)(=O)=O)cccc3C(=O)N([C@@H](C)CO)C[C@@H]2C)cc1`?
BioA inh: -0.3

How did C[C@@H]1CCCCO[C@@H](CN(C)Cc2ccncc2)[C@@H](C)CN([C@H](C)CO)C(=O)c2cc(NC(=O)Nc3cccc4ccccc34)ccc2O1 do in these assays?
BioA inh: 0.5

Results for C[C@H](NC(=O)C[C@@H]1CC[C@@H](NC(=O)C2CC2)[C@H](CO)O1)c1ccccc1 ?
BioA inh: -0.9

Results for C[C@@H]1CN([C@H](C)CO)C(=O)c2cccc(NC(=O)Nc3ccc(F)cc3)c2O[C@H]1CN(C)Cc1ccc(Oc2ccccc2)cc1 ?
BioA inh: -0.2

How did CC(C)NC(=O)Nc1ccc2c(c1)C(=O)N([C@H](C)CO)C[C@@H](C)[C@@H](CN(C)Cc1ccccc1)OCCCC[C@H](C)O2 do in these assays?
BioA inh: -0.7

Results for C[C@H](CO)N1C[C@H](C)[C@H](CN(C)C(=O)Nc2ccc3c(c2)OCO3)Oc2ncc(-c3cccnc3)cc2C1=O ?
BioA inh: 4.8

How did COCC(=O)Nc1ccc2c(c1)[C@H]1C[C@@H](CC(=O)N(C)C)O[C@@H](CO)[C@H]1O2 do in these assays?
BioA inh: -1.9

What do the screens show for `C[C@@H]1CN([C@H](C)CO)C(=O)c2cccc(NC(=O)Nc3ccc(F)cc3)c2O[C@@H]1CN(C)C(=O)Nc1ccccc1`?
BioA inh: 0.9

What do the screens show for `COc1ccccc1-c1cn(CC[C@H]2CC[C@H](NC(=O)C3CCCCC3)[C@H](CO)O2)nn1`?
BioA inh: 4.0

How did CN1c2ccc(-c3cccc(C#N)c3)cc2[C@@H]2[C@@H](CCN2S(=O)(=O)c2ccccc2F)[C@@H]1CO do in these assays?
BioA inh: -1.5

Results for C[C@@H]1CN([C@H](C)CO)C(=O)c2cc(-c3cncnc3)cnc2O[C@@H]1CN(C)C(=O)Cc1ccccc1 ?
BioA inh: 0.9

How did C[C@H](CO)N1C[C@H](C)[C@H](CN(C)Cc2ccc(C(=O)O)cc2)Oc2c(NC(=O)C3CCCCC3)cccc2C1=O do in these assays?
BioA inh: -1.6

Results for C[C@@H]1CCCCO[C@H](CN(C)C(=O)NC2CCCCC2)[C@H](C)CN([C@@H](C)CO)C(=O)c2cc(NC(=O)CCCN(C)C)ccc2O1 ?
BioA inh: 5.1

How did C[C@@H]1CCCCO[C@@H](CN(C)Cc2ccc3c(c2)OCO3)[C@H](C)CN([C@H](C)CO)C(=O)c2cc(NC(=O)Nc3ccccc3)ccc2O1 do in these assays?
BioA inh: -1.3

What do the screens show for `C[C@H]1CN([C@@H](C)CO)C(=O)c2cc(C3=CCCCC3)cnc2O[C@@H]1CN(C)C(=O)Nc1ccccc1`?
BioA inh: 2.7

How did C[C@H]1CN([C@@H](C)CO)S(=O)(=O)c2ccc(-c3cncnc3)cc2O[C@@H]1CN(C)Cc1ccncc1 do in these assays?
BioA inh: 0.7

How did O=C(NCC[C@@H]1CC[C@H](NC(=O)C2CCCCC2)[C@@H](CO)O1)c1cnccn1 do in these assays?
BioA inh: -0.7

How did CCCNC(=O)N1C[C@@H]2[C@H](c3ccccc31)[C@@H](CO)N2C(=O)NCCC do in these assays?
BioA inh: -2.7

Results for CCC(=O)Nc1ccc2c(c1)OC[C@H](C)N(C(=O)c1cccnc1)C[C@@H](C)[C@H](OC)CN(C)C2=O ?
BioA inh: -5.2

Results for C[C@H](CO)N1C[C@H](C)[C@H](CN(C)S(=O)(=O)c2cn(C)cn2)Oc2ccc(NC(=O)CCCCCC(=O)Nc3ccccc3N)cc2CC1=O ?
BioA inh: -6.9

How did Cc1ccc(S(=O)(=O)NCC[C@H]2CC[C@H](NC(=O)c3cccnc3)[C@@H](CO)O2)cc1 do in these assays?
BioA inh: -1.3

What do the screens show for `C[C@@H]1CN([C@H](C)CO)C(=O)c2cc(C#CC3CCCC3)cnc2O[C@@H]1CN(C)Cc1ccncc1`?
BioA inh: -0.6

What do the screens show for `COc1cccc(-c2ccc3n(c2=O)C[C@@H]2[C@@H](CO)[C@H](C(=O)O)[C@H]3N2C(=O)c2cnccn2)c1`?
BioA inh: 0.8

Results for Cc1ccc(-c2ccc3c(c2)O[C@@H](CN(C)C(=O)CN(C)C)[C@H](C)CN([C@H](C)CO)S3(=O)=O)cc1 ?
BioA inh: -0.3

How did O=C(N[C@H]1CC[C@@H](CCNS(=O)(=O)c2ccc(F)cc2)O[C@@H]1CO)C1CCOCC1 do in these assays?
BioA inh: 0.2

Results for CO[C@@H](CN(C)C(=O)C1CCOCC1)[C@H](C)CN(C(=O)Nc1ccc(C(F)(F)F)cc1)[C@@H](C)CO ?
BioA inh: 0.0

What do the screens show for `C/C=C/c1ccc2c(c1)O[C@H](CN(C)CC1CC1)[C@H](C)CN([C@H](C)CO)S2(=O)=O`?
BioA inh: 0.5

What do the screens show for `CC(=O)N(C)C[C@@H]1OCc2ccccc2-c2ccccc2C(=O)N([C@@H](C)CO)C[C@H]1C`?
BioA inh: -0.5

Results for C[C@@H]1CN([C@@H](C)CO)C(=O)c2cc(NC(=O)CCN3CCOCC3)ccc2O[C@@H]1CN(C)C ?
BioA inh: -0.3

Results for CO[C@H]1CN(C)C(=O)c2cc(NC(=O)C3CCOCC3)ccc2OC[C@@H](C)N(C)C[C@H]1C ?
BioA inh: -0.2

Results for C[C@@H]1CN([C@@H](C)CO)C(=O)c2cc(NC(=O)NC3CCCCC3)ccc2O[C@@H]1CN(C)S(=O)(=O)c1ccc(F)cc1 ?
BioA inh: -2.8

Results for C[C@@H]1CN([C@@H](C)CO)S(=O)(=O)c2ccc(C3=CCCC3)cc2O[C@H]1CN(C)C(=O)C1CCC1 ?
BioA inh: 0.5

How did CCC(=O)Nc1ccc2c(c1)C(=O)N(C)C[C@H](OC)[C@@H](C)CN(C(=O)CC)[C@@H](C)CO2 do in these assays?
BioA inh: -2.2

Results for CCC(=O)N1[C@@H](CO)[C@@H]2c3ccccc3N(C(=O)NC(C)C)C[C@@H]21 ?
BioA inh: -5.2

What do the screens show for `COCC(=O)N1C[C@@H](C)[C@@H](OC)CN(C)C(=O)c2cc(NC(=O)c3cnccn3)ccc2OC[C@H]1C`?
BioA inh: 0.5

What do the screens show for `C[C@@H]1CCCCO[C@@H](CN(C)S(=O)(=O)c2cccs2)[C@H](C)CN([C@@H](C)CO)C(=O)c2cc(NC(=O)Nc3ccc4c(c3)OCO4)ccc2O1`?
BioA inh: 0.2

How did Cc1noc(C)c1NC(=O)Nc1ccc2c(c1)C(=O)N([C@H](C)CO)C[C@@H](C)[C@H](CN(C)Cc1ccncc1)O2 do in these assays?
BioA inh: -2.2

Results for CC(C)C#Cc1cnc2c(c1)C(=O)N([C@H](C)CO)C[C@@H](C)[C@H](CN(C)Cc1ccc3c(c1)OCO3)O2 ?
BioA inh: -1.1

How did O=C(N[C@H]1CC[C@H](CCn2cc(C3CCCCC3)nn2)O[C@@H]1CO)c1cccnc1 do in these assays?
BioA inh: 3.0

How did COc1ccc(NC(=O)Nc2ccc3c(c2)C(=O)N([C@H](C)CO)C[C@H](C)[C@H](CN(C)Cc2ccc(C(=O)O)cc2)O3)cc1 do in these assays?
BioA inh: -1.5

What do the screens show for `C[C@@H]1CN([C@H](C)CO)C(=O)c2cc(NC(=O)NC3CCCCC3)ccc2O[C@@H](C)CCCCO[C@H]1CN(C)C(=O)CCC(F)(F)F`?
BioA inh: 4.8

What do the screens show for `C[C@H]1CN([C@@H](C)CO)C(=O)Cc2cc(NS(C)(=O)=O)ccc2O[C@H]1CN(C)S(=O)(=O)c1cn(C)cn1`?
BioA inh: -1.8

What do the screens show for `O=C(C[C@H]1CC[C@@H]2[C@H](COC[C@@H](O)CN2S(=O)(=O)c2cccc(F)c2)O1)Nc1ccc(-c2ccccc2)cc1`?
BioA inh: -2.2

What do the screens show for `C[C@H]1CCCCO[C@@H](CN(C)C(=O)C2CCCCC2)[C@@H](C)CN([C@@H](C)CO)C(=O)c2cc(NC(=O)c3ccncc3)ccc2O1`?
BioA inh: -0.1

Results for CN1C(=O)c2cc(NC(=O)Cc3cccs3)ccc2OC[C@@H]2O[C@H](CC(=O)N[C@@H]3CCN(Cc4ccccc4)C3)CC[C@H]21 ?
BioA inh: 1.3

What do the screens show for `C[C@@H]1CN([C@H](C)CO)C(=O)c2cc(C#CC3CCCC3)cnc2O[C@@H]1CN(C)C(=O)C1CC1`?
BioA inh: -0.6

How did CCNC(=O)C[C@H]1CC[C@H]2[C@@H](COc3ccc(NC(=O)C4CCOCC4)cc3C(=O)N2C)O1 do in these assays?
BioA inh: -0.5

How did CC(C)NC(=O)Nc1ccc2c(c1)C(=O)N([C@H](C)CO)C[C@H](C)[C@@H](CN(C)C(=O)Nc1cccc3ccccc13)OCCCC[C@@H](C)O2 do in these assays?
BioA inh: 3.0

Results for Cc1noc(C)c1S(=O)(=O)N(C)C[C@H]1Oc2ccc(NS(=O)(=O)c3cccs3)cc2CC(=O)N([C@@H](C)CO)C[C@H]1C ?
BioA inh: -3.4

8 structures already listed, arranged by count of non-hydrogen atoms, low to high:
How did O=C(N[C@H]1CC[C@H](CCn2cc(C3CCCCC3)nn2)O[C@@H]1CO)c1cccnc1 do in these assays?
BioA inh: 3.0

What do the screens show for `C[C@@H]1CN([C@H](C)CO)C(=O)c2cc(C#CC3CCCC3)cnc2O[C@@H]1CN(C)C(=O)C1CC1`?
BioA inh: -0.6

What do the screens show for `C[C@H]1CN([C@@H](C)CO)C(=O)Cc2cc(NS(C)(=O)=O)ccc2O[C@H]1CN(C)S(=O)(=O)c1cn(C)cn1`?
BioA inh: -1.8

What do the screens show for `O=C(C[C@H]1CC[C@@H]2[C@H](COC[C@@H](O)CN2S(=O)(=O)c2cccc(F)c2)O1)Nc1ccc(-c2ccccc2)cc1`?
BioA inh: -2.2

Results for Cc1noc(C)c1S(=O)(=O)N(C)C[C@H]1Oc2ccc(NS(=O)(=O)c3cccs3)cc2CC(=O)N([C@@H](C)CO)C[C@H]1C ?
BioA inh: -3.4

How did COc1ccc(NC(=O)Nc2ccc3c(c2)C(=O)N([C@H](C)CO)C[C@H](C)[C@H](CN(C)Cc2ccc(C(=O)O)cc2)O3)cc1 do in these assays?
BioA inh: -1.5

What do the screens show for `C[C@@H]1CN([C@H](C)CO)C(=O)c2cc(NC(=O)NC3CCCCC3)ccc2O[C@@H](C)CCCCO[C@H]1CN(C)C(=O)CCC(F)(F)F`?
BioA inh: 4.8

How did CC(C)NC(=O)Nc1ccc2c(c1)C(=O)N([C@H](C)CO)C[C@H](C)[C@@H](CN(C)C(=O)Nc1cccc3ccccc13)OCCCC[C@@H](C)O2 do in these assays?
BioA inh: 3.0

Further entries.
How did Cc1noc(C)c1NC(=O)N(C)C[C@H]1OCCCC[C@@H](C)Oc2ccc(NS(=O)(=O)c3cccs3)cc2C(=O)N([C@H](C)CO)C[C@H]1C do in these assays?
BioA inh: -1.3

How did CC(C)NC(=O)N(C)C[C@@H]1Oc2ccc(NC(=O)c3ccncc3)cc2CC(=O)N([C@H](C)CO)C[C@H]1C do in these assays?
BioA inh: 0.9

What do the screens show for `CCS(=O)(=O)Nc1ccc2c(c1)C(=O)N(C)C[C@H](OC)[C@H](C)CN(C(=O)NC(C)C)[C@H](C)CO2`?
BioA inh: -1.9

How did COc1ccccc1NC(=O)N[C@H]1CC[C@@H](CCn2cc(-c3ccccc3OC)nn2)O[C@H]1CO do in these assays?
BioA inh: 3.0

How did O=C(C1=C[C@@H](C2CC2)C[C@@H](OCc2ccc(CO)cc2)O1)N1CCCCCCC1 do in these assays?
BioA inh: 0.9

How did CO[C@H]1CC[C@H]2CCOc3c(C#N)cccc3C(=O)N(C)C[C@@H](OC)[C@H](C)C(=O)N(C)C[C@@H]1O2 do in these assays?
BioA inh: -0.4

Results for C[C@H](CO)N1C[C@H](C)[C@H](CN(C)Cc2ccc(Oc3ccccc3)cc2)Oc2ccc(NC(=O)Nc3ccccc3)cc2CC1=O ?
BioA inh: -3.3

What do the screens show for `CC(C)NC(=O)N(C)C[C@H]1OCCCC[C@H](C)Oc2ccc(NS(C)(=O)=O)cc2C(=O)N([C@@H](C)CO)C[C@@H]1C`?
BioA inh: -2.1

High-throughput results deposited in PubChem BioAssay by Broad Institute.

Some of the compounds tested. The share of hits here may be higher or lower than overall.
